Yp Topo-I inh = Yersinia pestis topoisomerase I inhibitors, primary screen, biochemical, cleavage product accumulation, plate reader, single point; Y. pestis Topo-I cleavage product accumulation; activity, % at 10 µM; AID 504884, 2011; 0.064% of 360,000 active; in the data active = activity above about 50%, passing the limit was not always enough; also: inactives centre near 2
TcdB GH inh = TcdB glycohydrolase inhibitors, primary screen, biochemical, single point, plate reader. Toxin B (Clostridioides difficile), P18177. TcdB glycohydrolase enzymatic assay. inhibition, % at 9.99 µM. 0.24% of 350,000 active; in the data active = inhibition above about 10%
Target sequence (P18177 whole entry, looked up): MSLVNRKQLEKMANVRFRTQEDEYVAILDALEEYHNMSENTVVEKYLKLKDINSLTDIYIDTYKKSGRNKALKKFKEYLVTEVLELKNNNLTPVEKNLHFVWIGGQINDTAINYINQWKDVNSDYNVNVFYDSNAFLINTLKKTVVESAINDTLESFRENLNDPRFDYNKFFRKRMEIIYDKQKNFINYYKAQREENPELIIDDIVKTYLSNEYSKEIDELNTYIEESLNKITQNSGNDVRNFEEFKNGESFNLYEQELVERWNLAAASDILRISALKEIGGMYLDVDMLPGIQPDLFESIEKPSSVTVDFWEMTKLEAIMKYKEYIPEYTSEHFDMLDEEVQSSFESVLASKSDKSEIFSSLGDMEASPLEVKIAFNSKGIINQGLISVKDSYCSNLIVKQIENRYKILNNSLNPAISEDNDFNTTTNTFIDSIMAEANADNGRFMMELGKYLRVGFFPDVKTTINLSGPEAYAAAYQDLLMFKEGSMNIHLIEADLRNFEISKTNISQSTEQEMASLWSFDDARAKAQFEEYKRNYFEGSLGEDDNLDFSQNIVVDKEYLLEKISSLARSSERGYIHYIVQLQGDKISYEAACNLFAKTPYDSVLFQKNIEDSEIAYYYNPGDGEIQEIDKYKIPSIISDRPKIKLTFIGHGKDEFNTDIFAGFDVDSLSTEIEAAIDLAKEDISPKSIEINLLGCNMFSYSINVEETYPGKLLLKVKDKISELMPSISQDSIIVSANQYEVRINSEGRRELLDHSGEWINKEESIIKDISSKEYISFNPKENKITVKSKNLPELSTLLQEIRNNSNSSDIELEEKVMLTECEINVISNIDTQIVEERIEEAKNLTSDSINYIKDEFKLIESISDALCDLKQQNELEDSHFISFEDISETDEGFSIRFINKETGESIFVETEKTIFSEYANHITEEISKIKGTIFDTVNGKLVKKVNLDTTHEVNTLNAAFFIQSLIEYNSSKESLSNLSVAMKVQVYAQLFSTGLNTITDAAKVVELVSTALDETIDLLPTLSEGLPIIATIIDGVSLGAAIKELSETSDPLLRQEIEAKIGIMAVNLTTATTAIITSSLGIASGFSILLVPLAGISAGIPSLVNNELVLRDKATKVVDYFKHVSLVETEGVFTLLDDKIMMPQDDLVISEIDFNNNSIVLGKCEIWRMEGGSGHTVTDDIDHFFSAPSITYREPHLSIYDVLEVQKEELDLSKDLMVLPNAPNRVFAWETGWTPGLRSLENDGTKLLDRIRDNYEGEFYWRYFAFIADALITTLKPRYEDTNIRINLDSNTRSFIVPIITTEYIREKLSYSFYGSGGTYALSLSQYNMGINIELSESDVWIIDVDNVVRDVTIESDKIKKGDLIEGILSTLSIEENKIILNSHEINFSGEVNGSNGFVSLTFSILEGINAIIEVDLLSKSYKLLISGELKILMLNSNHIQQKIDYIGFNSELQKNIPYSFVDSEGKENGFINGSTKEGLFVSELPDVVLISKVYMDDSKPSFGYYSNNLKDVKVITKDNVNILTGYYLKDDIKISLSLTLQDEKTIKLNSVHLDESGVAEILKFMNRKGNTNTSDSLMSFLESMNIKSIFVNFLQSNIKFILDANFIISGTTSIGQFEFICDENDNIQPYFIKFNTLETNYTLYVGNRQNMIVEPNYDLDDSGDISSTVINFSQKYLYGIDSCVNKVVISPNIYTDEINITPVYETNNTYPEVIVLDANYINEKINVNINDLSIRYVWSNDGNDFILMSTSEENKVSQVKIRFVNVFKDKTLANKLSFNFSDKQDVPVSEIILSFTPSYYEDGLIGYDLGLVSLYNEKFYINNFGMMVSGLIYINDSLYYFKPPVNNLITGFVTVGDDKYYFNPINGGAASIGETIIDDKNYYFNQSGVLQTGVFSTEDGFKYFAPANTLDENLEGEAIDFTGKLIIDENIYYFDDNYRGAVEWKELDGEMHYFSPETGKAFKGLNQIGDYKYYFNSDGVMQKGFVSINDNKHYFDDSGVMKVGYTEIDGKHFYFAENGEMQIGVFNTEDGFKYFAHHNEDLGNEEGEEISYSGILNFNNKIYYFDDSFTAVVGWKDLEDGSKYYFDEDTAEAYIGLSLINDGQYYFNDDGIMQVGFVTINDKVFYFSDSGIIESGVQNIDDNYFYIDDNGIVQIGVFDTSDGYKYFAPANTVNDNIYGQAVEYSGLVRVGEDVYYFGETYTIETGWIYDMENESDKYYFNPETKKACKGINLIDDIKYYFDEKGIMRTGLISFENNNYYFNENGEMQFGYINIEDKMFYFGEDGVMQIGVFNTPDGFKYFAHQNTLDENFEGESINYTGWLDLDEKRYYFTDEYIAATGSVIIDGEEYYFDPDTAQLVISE
3CLpro inhibitor = SARS-CoV 3CLpro protease inhibitors, primary screen, biochemical, quenched FRET. 0.14% of 290,000 active. recombinant SARS-CoV 3CLpro, quenched FRET peptide cleavage. AID 1706, 2009. inhibition, % at 6 µM; in the data active = inhibition above about 12%
Vc quorum ag = inducers of Vibrio cholerae quorum light production without autoinducers, primary screen, BH1578 luxS cqsA deficient, single point | V. cholerae BH1578 lux reporter, luminescence, 6 h | activation, % at 18.7 µM | 0.16% of 350,000 active | AID 588436, 2011; in the data active = activation mostly above about 9.7%, no sharp cut-off; also: not every result past the cut was called active; inactives centre near 0; reference of the scale not given here
SSB-PriA inh = inhibitors of Klebsiella pneumoniae PriA binding to SSB C-terminal tail, primary screen, biochemical, AlphaScreen | AID 1272365, 2023 | inhibition, % at 33 µM | AlphaScreen SSBct-PriA binding, biotinylated peptide | PriA–SSB C-terminal tail interaction (Klebsiella pneumoniae) | 0.6% of 430,000 active; in the data active = inhibition mostly above about 37%, no sharp cut-off; inactive = mostly below about 20%;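 also: plate controls were negative control peptide for no effect and reference peptide for full effect; strong numbers were not always called active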
PrPC surface inh = inhibitors of human cell surface prion protein PrPC, primary screen, cell-based, TR-FRET | TR-FRET read-out | inhibition, % at 13.8 µM | 0.43% of 370,000 active | AID 720596, 2013; in the data active = inhibition above about 24%; also: 0% = median of the test wells and 100% = reference compound wells
MazEF act = activators of E. coli MazEF toxin-antitoxin RNase, primary screen, biochemical, fluorescence, uHTS. Endoribonuclease toxin MazF (Escherichia coli (strain K12)), P0AE70. FAM/BHQ RNA-DNA oligo cleavage fluorescence, 5 h. activation, % at 20 µM. 0.32% of 350,000 active. AID 504720, 2011; in the data active = activation above about 50%
Rv3671c protease = Rv3671c serine protease inhibitors, primary screen, biochemical, fluorescence polarization, M. tuberculosis H37Rv; inhibition, % at 5.96 µM; 0.048% of 320,000 active; P9WHR9; AID 2606, 2010; in the data active = inhibition above about 38%;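 also: extracellular domain of Rv3671c used as enzyme; 0% = enzyme with DMSO and 100% = no enzyme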
VHR inh abs = VHR1 phosphatase inhibitors, primary screen, biochemical, absorbance, uHTS; Dual specificity protein phosphatase 3 (Homo sapiens), P51452; recombinant VHR phosphatase, pNPP absorbance; inhibition, % at 13.3 µM; 0.52% of 290,000 active; in the data active = inhibition above about 50%; also: some compounds called inactive have numbers as strong as hits
CCHFV vOTU inh = CCHFV vOTU protease inhibitors, primary screen, biochemical, Pep-AMC substrate, fluorescence; Crimean-Congo hemorrhagic fever virus L polyprotein viral ovarian tumor (vOTU) protease …; inhibition, % at 11.5 µM; 0.55% of 370,000 active; AID 651958, 2012; in the data active = inhibition above about 30%; also: 0% = vehicle wells with enzyme and 100% = no enzyme wells
Active calls of the source: *; i = inactive; . = no result given; & = joins results of further samples.

SMILES	Yp Topo-I inh	TcdB GH inh	3CLpro inhibitor	Vc quorum ag	SSB-PriA inh	PrPC surface inh	MazEF act	Rv3671c protease	VHR inh abs	CCHFV vOTU inh
Cc1ccc(-c2cnc(C3CC3)o2)cc1S(=O)(=O)Nc1ccccc1	24	.	1	-0.3	-10	.	4	-9	6	.
COc1cc(C(=O)OCC(=O)NC23CC4CC(CC(C4)C2)C3)cc(OC)c1OC	15	4.8	.	-0.7	5	-1	0	.	.	13
COc1ccc(OC)c(CNc2ccc3c(c2)CCC3)c1	3	1.4	0	-0.2	23	6	1	-4	0	-2
CCCCSc1nc(C)cc(SCC(=O)N/N=C/c2ccccc2)n1	13	1.0	0	1.9	.	-2	-8	-10	-10	7
CSc1nnc(-c2cc(-c3ccc(C)cc3)nc3ccccc23)o1	-6	.	0	1.5	-4	-1	7	-5	3	7
CCOc1ccc(S(=O)(=O)NCC2(N3CCCCC3)CCCCC2)cc1	-1	0.8	.	i	5	-10	2	.	.	5
Cc1ccc(C2=NN(C(=O)CSc3nc(N)cc(N)n3)C(c3ccco3)C2)cc1 (configuration not stated)	19	2.8	5	-8.3	24	-5	2	4	-14	-17
CN(C#N)c1nccc(-c2cccs2)n1	7	2.2	2	-5.6	-1	3	-2	0	13	-8
COc1ccc(C(=O)c2ccc(N3CCOCC3)cc2)c(OC)c1	0	.	2	1.7	-16	-1	2	0	8	14
CC(C)(C)C(=O)/C=c1\s/c(=C\c2ccc(-c3ccc([N+](=O)[O-])cc3)o2)c(=O)n1CC(=O)NC(N)=O	-1	.	2	i	.	3	-57	5	-6	2
CNC(=O)NC(=O)C(C)OC(=O)c1cc2c(s1)CCCCC2 (configuration not stated)	9	0.0	-3	-0.2	-10	-5	3	-9	14	0
COC(=O)c1cnn(-c2ccccc2)c1/C=N/NC(=S)Nc1ccccc1	7	2.1	0	-0.9	.	-6	-2	-12	26	-2
COC(=O)c1cccc(NC(=O)Cc2nc(-c3ccccc3)sc2-c2ccc(C)cc2)c1	-3	.	6	-0.3	6	-7	-2	-16	-4	0
Cc1cc(Cl)ccc1OCCCC(=O)N1CCCc2ccccc21	13	1.6	-4	-1.5	-38	2	-16	-5	-10	2
CCC1(c2ccccc2)NC(=O)N(CC(=O)NC2(C#N)CCCCC2)C1=O (configuration not stated)	-1	0.1	.	i	3	2	4	12	.	0
Cc1ccsc1/C=N/NC(=O)C(=O)NCC(C)C	-4	-0.9	-3	i	.	-3	18	-4	-4	8
Cc1cc2cc(CNC(=O)c3ccc(S(=O)(=O)N(C)C)cc3)ccc2n1C	14	-13	3	-0.1	11	54*	-13	5	36	9
Cc1cc(C(=O)N2CCN(C/C=C/c3ccccc3)CC2)no1	16	.	1	1.2	2	0	-5	-8	-1	-5
CCOc1ncccc1C(=O)OCC(=O)NCc1ccccc1	-3	-0.1	.	0.8	-5	-2	7	-2	.	-8
C=C(C)CNC(=O)C1CCC(=O)N(CCCc2ccccc2)C1 (configuration not stated)	0	-0.6	3	-0.6	-6	2	7	1	.	-11
CC(=O)Nc1nonc1-c1nc2ccccc2n1CCC(C)C	0	.	-7	i	-3	-1	6	-1	4	7
O=C(c1ccc(Oc2ccccc2)cc1)c1nc2c(n1O)CCCC2	-8	0.5	0	i	19	-8	-3	8	4	22
O=C(Cn1cnc2ccccc2c1=O)OCCCCN1C(=O)c2ccccc2C1=O	-3	.	-6	i	3	14	1	2	11	-8
CC1CC(=O)N(CC(=O)Nc2ccccc2F)c2ccccc2S1(=O)=O (configuration not stated)	-4	0.4	0	-0.4	-19	7	1	-5	-20	-6
Cn1c2ccccc2c2ncn(CCN3CCOCC3)c(=O)c21	-1	.	0	i	-3	-6	6	-6	-4	-18

Results in TcdB GH inh, for some of the entries so far:
Structure	TcdB GH inh
COc1cc(C(=O)OCC(=O)NC23CC4CC(CC(C4)C2)C3)cc(OC)c1OC	4.8
COC(=O)c1cnn(-c2ccccc2)c1/C=N/NC(=S)Nc1ccccc1	2.1

(list continues)
SMILES	Yp Topo-I inh	TcdB GH inh	3CLpro inhibitor	Vc quorum ag	SSB-PriA inh	PrPC surface inh	MazEF act	Rv3671c protease	VHR inh abs	CCHFV vOTU inh
COc1cc(OC)cc(C(=O)N[C@H](C(=O)OCC(=O)Nc2ccc(C(C)C)cc2)C(C)C)c1	6	1.8	6	-0.4	-3	-7	-1	-27	26	-5
Cc1ccc(S(=O)(=O)CC(=O)Nc2nnc(C(C)(C)C)s2)cc1	5	1.6	-3	-0.3	-3	8	4	-9	22	-3
CN1C[C@H](C(=O)NC2(C)OC3(O)[C@@H]4CCCN4C(=O)[C@H](Cc4ccccc4)N3C2=O)CC2c3cccc4[nH]cc(c34)C[C@H]21 (some centres not stated)	14	0.6	.	i	22	-9	2	-10	.	1
CCn1c(COc2ccccc2)nnc1SCC(=O)Nc1cc(C)ccc1OC	3	.	6	i	8	-1	-11	-11	24	5
CC(C)Nc1nc(Cl)nc(NN(C)c2nc(N(C)C)nc(N(C)C)n2)n1	0	1.7	2	1.1	3	5	-1	-7	5	0
O=C(NCc1n[nH]c(=S)n1-c1ccccc1)c1ccc(S(=O)(=O)N2CCOCC2)cc1	6	.	-4	-0.3	-7	-1	10	2	27	-15
Cc1nnc2c3ccccc3c(-c3ccc(O)cc3)nn12	4	.	-8	84*	-14	1	1	-3	23	-1
O=C(C1CCCN(S(=O)(=O)Cc2ccccc2)C1)N1CCCCC1 (configuration not stated)	8	.	-3	i	-20	-7	-1	-6	2	12
CCCn1c(C)cc(C(=O)COc2ccc(-c3nnco3)cc2)c1C	7	2.6	-1	-1.4	9	6	-9	-2	-1	-10
O=C(CSc1ccc2ccccc2c1)N1CCN(c2ccc(O)cc2)CC1	20	-1.7	3	0.5	26	1	9	5	-7	4
O=C(COC(=O)/C=C/c1ccco1)NCCc1ccccc1	4	-5.6	1	i	1	-1	2	3	17	4
CC(=O)Nc1ccc(S(=O)(=O)N/N=C/c2ccc(C)s2)cc1	-1	.	-2	-0.2	.	4	-6	-1	-1	8
O=C(NC1CCN(C(=S)Nc2ccc(Cl)cc2)CC1)c1ccco1	6	2.2	3	-0.3	-7	-6	9	2	18	-2
CC(=O)N1CCOc2ccc(S(=O)(=O)NCc3ccc(Cl)cc3)cc21	-5	-0.5	3	i	3	0	-6	4	14	8
CC(=O)Nc1c(O)nc(SCc2ccccc2C#N)[nH]c1=O	1	-0.6	0	-0.3	-5	0	-9	9	2	-14
CCOc1ccc(NC(=O)C2CCCN(S(=O)(=O)c3ccc4c(c3)C(C)(C)C(=O)N4C)C2)cc1 (configuration not stated)	13	-0.7	.	-0.4	.	39*	.	.	.	-4
CCC(C)NC(=O)C1CCN(S(=O)(=O)c2cccc3nonc23)CC1 (configuration not stated)	2	0.9	-1	-0.3	-8	-2	8	-14	15	15
Cc1ccc(S(=O)(=O)CCC(=O)Nc2cccc(Cl)c2)cc1	5	2.0	-1	-0.3	-6	1	3	-9	27	7
CN(C)P1(N(C)C)=NC(C(F)(F)F)=NC(C(F)(F)F)=N1	8	.	1	-0.3	-8	-5	7	-21	-5	-11
CCOc1cc(/C=C2/C(=O)ON=C2C)ccc1O	8	1.5	2	i	-9	-1	-142	10	.	8
OC(c1ccc(F)cc1)c1nc(-c2cc3ccccc3o2)cs1 (configuration not stated)	4	0.7	.	-0.5	.	0	.	.	.	4
N/C(=N/[N+](=O)[O-])N1CCN(C(=O)Oc2ccc([N+](=O)[O-])cc2)CC1	-1	0.8	0	i	i	-16	10	-3	.	-5
CC1(C)COC(c2ccc(F)c([N+](=O)[O-])c2)=N1	-3	-1.5	3	i	10	-12	10	9	34	-4
Cc1cc(C)n(-c2ncnc3sc4c(c23)CC(C)CC4)n1 (configuration not stated)	6	.	-3	i	-8	-9	2	1	30	8
CN(C)c1ccc(CN(C(=O)c2cccs2)C2CCS(=O)(=O)C2)cc1 (configuration not stated)	-1	-3.7	-1	0.6	1	3	4	-1	10	-5

Nothing new here: entries from further up.
SMILES	Yp Topo-I inh	TcdB GH inh	3CLpro inhibitor	Vc quorum ag	SSB-PriA inh	PrPC surface inh	MazEF act	Rv3671c protease	VHR inh abs	CCHFV vOTU inh
Cc1cc(C)n(-c2ncnc3sc4c(c23)CC(C)CC4)n1 (configuration not stated)	6	.	-3	i	-8	-9	2	1	30	8
CN(C)c1ccc(CN(C(=O)c2cccs2)C2CCS(=O)(=O)C2)cc1 (configuration not stated)	-1	-3.7	-1	0.6	1	3	4	-1	10	-5

More structures follow:
SMILES	Yp Topo-I inh	TcdB GH inh	3CLpro inhibitor	Vc quorum ag	SSB-PriA inh	PrPC surface inh	MazEF act	Rv3671c protease	VHR inh abs	CCHFV vOTU inh
O=C(Nc1cccc(C(F)(F)F)c1)c1ccco1	0	0.5	-1	-1.3	-13	-4	8	2	-2	2
NC(Cc1cccc2nsnc12)C(=O)O (configuration not stated)	-3	.	2	-2.8	-16	-14	2	-6	8	2
Cc1ccc([C@@H]2[C@@H]3C(=O)N(C)C(=O)[C@@H]3[C@]3(C)C(=O)N(Cc4ccccn4)CC(=O)N23)o1	0	0.6	0	-11	-12	-1	1	-5	5	1
O=C(O)c1ccc(N/N=C/c2cn(Cc3ccc(F)cc3)c3ccccc23)cc1	-12	-0.4	2	-0.7	i	12	-1	15	4	12
COCCCNC(=O)CCc1c(C)nc2c(c(C)nn2-c2ccccc2)c1C	12	3.8	5	-0.2	0	3	-5	.	23	-19
C/C(=C\C(=O)O)C(=O)Nc1nccs1	-3	.	-3	i	-15	4	0	4	14	2
Cc1sc(-n2c(C)cc(C=O)c2C)c(C(=O)O)c1C	-3	.	4	1.0	-7	-1	-20	-10	-11	1
O=S(=O)(c1ccc2nc(Cc3cccc(C(F)(F)F)c3)[nH]c2c1)N1CCOCC1	7	.	-7	-0.9	-6	-7	4	-1	1	5
O=C(NC(c1ccc(Cl)cc1)c1ccsc1)C1CCN(Cc2ccc(Oc3ccccc3)cc2)CC1 (configuration not stated)	15	1.0	.	-0.6	.	-16	.	.	.	2
COc1ccc(NC(=O)COC(=O)c2c3c(nc4ccccc24)CCCC3)cc1	11	.	-1	-0.4	2	16	-6	-14	-3	-15
O=C(Nc1cc(S(=O)(=O)N2CCOCC2)ccc1N1CCOCC1)c1cnccn1	-5	.	5	-0.5	-11	0	1	-5	-7	-13
CCC(C)(C)NC(=O)C1c2ccccc2Oc2ccccc21	-2	1.2	1	0.2	-18	0	5	3	20	-3
CN1CCN(c2ccc(NC(=O)N3CCc4ccccc43)cc2)CC1	0	1.1	-2	-0.6	4	0	-8	0	-1	0
O=C(NC(=S)Nc1cccc(C(F)(F)F)c1)c1ccc2nonc2c1	-9	0.5	-4	-0.8	3	-9	2	7	16	13
CCCCOc1ccc(Br)cc1/C(C)=N/NC1=NCCN1	5	.	-5	i	.	17	14	8	18	-4
O=c1n(Cc2ccc(Cl)cc2)c2sc3c(c2c2ncnn12)CCCC3	57*	.	1	i	-5	2	-10	2	-1	5
O=C(NCc1ccncc1)c1ccc(Br)cc1	-6	.	5	i	-6	-5	6	-4	4	5
Cc1cccc(C(=O)OCC(=O)N2CCN(C(=O)c3ccco3)CC2)c1O	4	0.0	.	-5.6	2	-6	-1	8	.	7
CCOP(=O)(Oc1ccccc1)c1c([N+](=O)[O-])cc(C(F)(F)F)cc1[N+](=O)[O-] (configuration not stated)	5	1.2	-1	i	5&9	-4	5	-1	-13	-7

Screens: PubChem BioAssay, several laboratories

Not all compounds are listed; rates above refer to the full screens.
